From PubChem BioAssay
uPA surface inh: qHTS for Inhibitors of Cell Surface uPA Generation; 330,000 compounds, 0.31% hits; Potency, µM (titrated, usually from 38.3 µM), inactives show at the top dose activity change, negative = inhibition, actives largely listed as inhibitors; cell surface uPA generation assay, qHTS; AID 540303, 2011; active means well fitted inhibition curve with a large enough effect; inconclusive means small, poorly fitted or top-dose-only effect; inactive means no such curve, though single readings can be large or run the other way; tested in mouse RAW 264.7 cells; further: potency means the concentration at half of the fitted maximal effect; on the % scale 0 is the no-effect control and ±100 the full control effect; nearly all actives have a fitted effect of over 55% in size
Tb PFK block: qHTS Assay to Find Inhibitors of T. brucei phosphofructokinase; T. brucei PFK, ADP-Glo luminescence; 330,000 compounds, 0.17% hits; Potency, µM (titrated, usually from 57.5 µM), inactives show at the top dose activity, negative = inhibition, hits mostly inhibitors; ATP-dependent 6-phosphofructokinase (Trypanosoma brucei brucei), O15648; AID 485367, 2010;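 further: potency means the concentration at half of the fitted maximal effect; 0% = uninhibited 1x PFK enzyme wells and -100% = no-enzyme wells; nearly all actives have a fitted effect of over 60% in size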
Target sequence (O15648 whole entry, looked up): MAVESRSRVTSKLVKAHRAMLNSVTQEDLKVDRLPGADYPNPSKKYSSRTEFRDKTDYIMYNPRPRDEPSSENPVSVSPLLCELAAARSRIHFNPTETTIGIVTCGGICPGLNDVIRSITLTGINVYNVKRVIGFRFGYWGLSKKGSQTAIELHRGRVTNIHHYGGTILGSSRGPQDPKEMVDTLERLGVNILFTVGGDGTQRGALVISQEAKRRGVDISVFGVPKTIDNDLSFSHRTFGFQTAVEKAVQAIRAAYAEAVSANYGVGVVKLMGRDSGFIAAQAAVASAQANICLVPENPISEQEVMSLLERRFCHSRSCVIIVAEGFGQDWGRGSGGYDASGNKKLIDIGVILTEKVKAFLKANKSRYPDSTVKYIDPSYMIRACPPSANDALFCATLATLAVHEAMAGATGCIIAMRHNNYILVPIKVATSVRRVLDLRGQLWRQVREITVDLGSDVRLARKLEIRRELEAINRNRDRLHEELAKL
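1.25 nM PFK with 0.5 mM F6P and 0.1 mM ATP in 0.1 M TEA pH 8.0, 5 mM MgCl2, incubated 45 min at room temperature; ADP measured by ADP-Glo luminescence; compounds titrated up to 57 uM.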
Giardia killer: Small Molecules that selectively kill Giardia lamblia: qHTS; Giardia lamblia trophozoite viability; activity change, % at 7.66 µM, hits read low; 340,000 compounds, 0.15% hits; AID 540267, 2011; in the data active means activity change below about -80%; inconclusive means between about -30% and that limit;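 further: parasites exposed to compound for two days anaerobically before the ATP read; on the % scale 0 is the no-effect control and ±100 the full control effect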
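Luminescent ATP signal served as the viability read-out, measured 15-30 min after adding ATP detection reagent to trophozoites that had been incubated with compounds for 48 hrs at 37 deg C anaerobically at 100 cells/well.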
RORg inh: qHTS for inhibitors of ROR gamma transcriptional activity. 310,000 compounds, 5.4% hits. Drosophila S2 Gal4-RORgamma UAS-luciferase reporter, 20 h. Potency, µM (highest dose often 53.6 µM), inactives show at the highest dose activity change, negative = inhibition, hits mostly inhibitors; further: potency means the concentration at half of the fitted maximal effect; on the % scale 0 is the no-effect control and ±100 the full control effect; nearly all actives have a fitted effect of over 60% in size
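A Gal4/UAS one-hybrid system in insect cells: metallothionein-promoter Gal4–ROR gamma fusion plus Photinus luciferase reporter. Copper sulfate 700 uM final, 20 hr ambient incubation, luminescent detection after 10 min with reagent.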
NPC1 promoter act: qHTS Assay for NPC1 Promoter Activators | Potency, µM (series often up to 9.22 µM), inactives show at the top dose activation, hits mostly activators | Huh7 NPC1 promoter luciferase reporter, 24 h | 320,000 compounds, 2.4% hits;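 further: potency means the concentration at half of the fitted maximal effect; % of control where 0% means no effect; nearly all actives have a fitted effect of over 60% in size; reporter is driven by a mutant NPC1 promoter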
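Luminescence from an NPC1 promoter-driven luciferase reporter in stably transfected Huh7 cells was measured after 24 h compound treatment at 37 °C, followed by 10 min ambient incubation with luciferase detection reagent.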
ELG1 genotoxic: qHTS screen for small molecules that induce genotoxicity in human embryonic kidney (HEK293T) cells expressing luciferase-tagged ELG1 | Potency, µM (top dose mostly 46 µM), without a hit: at the top dose activity change, positive = activation, actives largely listed as activators | HEK293T ELG1-luciferase reporter, luminescence, 16 h | 330,000 compounds, 1.3% hits; further: potency means the concentration at half of the fitted maximal effect; % of control where 0% means no effect; nearly all actives have a fitted effect of over 60% in size
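Luminescence read-out: rising ELG1-luciferase signal, reflecting elevated ELG1 protein under genetic stress, flags genotoxic compounds. Cells were treated for 16 hr at 37 °C before ONE-Glo detection.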
FLuc modulator: qHTS profiling assay for firefly luciferase inhibitor/activator using purifed enzyme and Km concentrations of substrates (counterscreen for miR-21 project); purified FLuc, Km substrates, luminescence inhibition; Potency, µM (top dose mostly 57.5 µM), for the others: top-dose activity change, negative = inhibition, hits mostly inhibitors; 360,000 compounds, 6.9% hits;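 further: potency means the concentration at half of the fitted maximal effect; plate controls were vehicle for no effect and reference inhibitor for full effect; nearly all actives have a fitted effect of over 55% in size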
Target sequence (P08659 whole entry, looked up): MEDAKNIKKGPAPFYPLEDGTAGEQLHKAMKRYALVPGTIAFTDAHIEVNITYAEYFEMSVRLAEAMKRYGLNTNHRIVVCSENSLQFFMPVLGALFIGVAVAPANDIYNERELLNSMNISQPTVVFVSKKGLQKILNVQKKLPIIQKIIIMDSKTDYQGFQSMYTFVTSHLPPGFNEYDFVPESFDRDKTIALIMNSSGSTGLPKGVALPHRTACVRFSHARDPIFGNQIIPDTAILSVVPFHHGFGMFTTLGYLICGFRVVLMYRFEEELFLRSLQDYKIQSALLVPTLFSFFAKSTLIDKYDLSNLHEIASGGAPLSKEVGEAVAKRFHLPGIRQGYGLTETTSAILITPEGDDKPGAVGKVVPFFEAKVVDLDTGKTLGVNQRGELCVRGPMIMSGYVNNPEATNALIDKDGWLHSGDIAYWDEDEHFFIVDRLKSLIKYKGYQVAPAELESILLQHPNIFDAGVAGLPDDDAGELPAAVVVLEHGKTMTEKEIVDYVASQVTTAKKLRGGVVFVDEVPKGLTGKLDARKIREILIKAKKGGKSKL
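Biochemical qHTS of compounds, final roughly 60 µM downward over six points, against 10 nM purified firefly luciferase using Km concentrations of substrates (10 uM D-luciferin, 10 uM ATP) in Tris acetate pH 7.5 buffer; luminescence output.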
KCNH2 3.1 block: qHTS for Inhibitors of KCHN2 3.1: Mutant qHTS | Potassium voltage-gated channel subfamily H member 2, brain isoform KCNH2 3.1 (human) | U2OS KCNH2 3.1, thallium flux FluxOr; hits give low values | activity change, % (tested at about 1.8 µM) | 340,000 compounds, 0.95% hits;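 active means maximum activity change below -70%; inconclusive means maximum activity change from -70% to -50%; inactive means maximum activity change above -50%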;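 further: thallium influx rate constant from kinetic fluorescence after stimulation buffer; on the % scale 0 is the no-effect control and ±100 the full control effect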
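U2OS cells transduced with KCNH2 3.1 mutant virus (1.77 x 10^8 /mL, 4 h), plated overnight at 37 C, loaded 45 min with FluxOr dye plus Red40 quencher. Thallium flux rate constant from kinetic reads after stimulation buffer, normalised to controls.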
Gal4-VP16 FLuc: VP16 counterscreen qHTS for inhibitors of ROR gamma transcriptional activity; Drosophila S2 Gal4-VP16 UAS-luciferase, luminescence, 20 h; Potency, µM (highest dose often 53.6 µM), for inactives: at the top dose activity, negative = inhibition, most hits filed as inhibitors; 310,000 compounds, 3.5% hits; AID 2546, 2010;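 further: Gal4-VP16 expression switched on by copper sulfate through the metallothionein promoter; potency means the concentration at half of the fitted maximal effect; on the % scale 0 is the no-effect control and ±100 the full control effect; nearly all actives have a fitted effect of over 50% in size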
FBPA coupling cs: qHTS Assay for Inhibitors of Fructose-1,6-bisphosphate Aldolase from Giardia Lamblia: Coupling assay counterscreen; coupling enzyme system counterscreen, AmpLite Red fluorescence; activity change, negative = inhibition, % at 58.2 µM, hits read low; 290,000 compounds, 0.67% hits; in the data active means activity change below about -30%; further: on the % scale 0 is the no-effect control and ±100 the full control effect
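Final compound at 57.5 uM, incubated 10 min at RT with coupling enzyme reagent (glyceraldehyde-3-phosphate), then 20 min with substrate and AmpLite Red detection. Fluorescence read at 525/598 nm; tests interference with the coupling assay, not aldolase inhibition.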
Rab9 promoter act: qHTS Assay for Rab9 Promoter Activators; 320,000 compounds, 2.8% hits; Potency, µM (top dose mostly 9.22 µM), inactives show at the top dose activation, negative = inhibition, hits mostly activators; Huh7 Rab9 promoter-luciferase reporter, luminescence, 24 h; further: potency means the concentration at half of the fitted maximal effect; % of control where 0% means no effect; nearly all actives have a fitted effect of over 60% in size
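Luciferase signal after 10 min detection reagent at ambient indicates Rab9 promoter upregulation; stably transfected Huh7 cells were treated 24 h with compound in DMSO at 37 °C, 5% CO2.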
An asterisk follows results filed as active; ? = inconclusive; / = no result given; & = joins results of further samples; [ ] = another dose, or the depositor's remark. Unless noted, the call rests on the fitted dose curve; in most records, active means well fitted curve in the direction sought with a large enough effect; inconclusive means small, poorly fitted or top-dose-only effect, or another doubt; inactive means no such curve, though single readings can be large; an effect the other way counts as inactive or inconclusive. Outcome played no part in choosing rows; overall some 14% were active at least once.

SMILES	uPA surface inh	Tb PFK block	Giardia killer	RORg inh	NPC1 promoter act	ELG1 genotoxic	FLuc modulator	KCNH2 3.1 block	Gal4-VP16 FLuc	FBPA coupling cs	Rab9 promoter act
Cc1cc(N(C)NC(=S)Nc2ccccc2)nc(C)n1	-2.1%	-0.3%	13.8	6.0%	0.2%	-1.2%	2.8%	5.4	-18.3%	4.4	-5.1%
CCOc1ccccc1NC(=O)CCNS(=O)(=O)c1cccc2nonc12	1.0%	10.7%	16.7	-13.7%	0.7%	4.3%	-0.4%&-6.8%	-16.5	1.5%	-2.1	2.0%
CN(C(=O)c1ccc(NC(=O)Cc2cccc(NC(=O)C3CCN(C(=O)C4CCCC4)CC3)c2)cc1)C1CCCC1	13.0%	2.2%	-23.0	/	-2.1%	0.0%	-2.3%	/	/	/	-2.7%
COCCN=C1Sc2nc3ccc(C)cc3cc2CN1Cc1cccs1	-5.4%	-3.3%	20.6	-25.2%	1.1%	-4.4%	?	-5.6	?	0.7	-2.0%
O=S(=O)(Nc1cccnc1)c1cccc(Cl)c1	/	2.4%	3.2	15.6%	-1.7%	2.5%	1.0%	14.8	8.2%	4.9	-6.8%
O=C(CN(c1ccc(Cl)cc1)S(=O)(=O)c1ccccc1)N1CCN(c2ccccc2)CC1	-4.1%	-3.8%	0.1	?	2.2%	-7.2%	0.8%	-15.7	2.7%	-0.7	-0.1%
CCNC(=O)COC(=O)CCC(=O)c1ccc(F)cc1	3.1%	1.2%	11.2	5.1%	1.6%	-2.5%	-2.2%	-7.5	-1.8%	1.4	1.1%
CCCCCCOC(=O)c1ccc(NC(=O)c2cc(OC)c(OC)c(OC)c2Br)cc1	4.6%	-6.2%	4.5	-0.4%	-4.2%	-12.4%	-1.4%	-15.4	-4.3%	-11.4	-3.5%
CC(=O)Nc1ccc(NC(=O)CSc2nnc(NC(=O)C3CC(=O)N(c4ccc(F)cc4)C3)s2)cc1 (stereo not given)	1.3%	-1.9%	2.9	-0.5%	2.9%	6.8%	-1.8%	/	-0.8%	/	-0.8%
O=C(CN1C(=O)CSc2ncccc21)Nc1cccc(Cl)c1	-1.9%	0.2%	20.0	-0.4%	-4.7%	7.3%	1.3%	5.1	0.7%	-0.1	4.7%
O=C1[C@H]2[C@@H](C(=O)N1c1cccc3ccccc13)C1(C(=O)c3ccccc3C1=O)N1CCC[C@@H]21	-4.7%	0.0%	-2.5	-80.2%	-10.7%	1.3%	-0.6%	-9.3	20µM*	-10.1	8.4%
CCNC(=O)CN(CCc1ccccc1)S(C)(=O)=O	5.4%	-4.9%	20.4	-26.6%	-2.3%	0.7%	0.5%	-1.6	3.7%	-1.2	-10.2%
CC(=O)N1CCN(S(=O)(=O)c2cccc(C(=O)Nc3cc(C(F)(F)F)ccc3N3CCOCC3)c2)CC1	-6.7%	0.4%	-0.3	15.1%	-0.7%	1.8%	0.9%	/	5.7%	/	-2.8%
O=C(NC(=S)Nc1ccccc1Br)C1CCCC1	3.1%	7.2%	5.1	3.16µM*	?	?	19µM*	9.2	7.08µM*	/	15.1%
CC1CCN(C(=O)CSc2nnc(Cc3cc(=O)[nH]c(=O)[nH]3)n2-c2ccc(Cl)cc2)CC1	-9.6%	1.1%	6.6&3.1	9.5%	-0.3%	0.7%	4.1%	8.0	2.4%	1.5	-1.5%
COc1ccc(NC(=O)COC(=O)CCCC2=NS(=O)(=O)c3ccccc3N2)cc1	-1.3%	0.6%	2.8	-5.3%	0.3%	0.9%	3.5%	1.3	-10.2%	/	3.8%
CCn1cc(CNC(=O)c2cccc([N+](=O)[O-])c2)cn1	4.4%	-3.6%	1.9	18.2%	2.0%	1.5%	7.1%	12.5	3.9%	3.7	-4.7%
CCc1cc(C(=O)OC)c(NC(=O)c2cc(Br)cs2)s1	/	/	3.5	-2.1%	/	/	2.3%	8.3	0.6%	0.0	/
CCOC(=O)C1=C(N)OC(CCl)=C(C#N)C1c1ccsc1 (stereo not given)	-3.0%	0.0%	-2.1	-30.0%	-1.0%	0.5%	-0.5%	-1.5	?	1.7	-0.1%
O=C(CCSc1ccccc1)NC(=O)COC(=O)C1CCCCC1	-2.0%	-2.4%	-11.3	-39.9%	1.0%	-2.7%	-10.7%	28.8	2.2%	-3.1	17.3%
CC1CN(S(=O)(=O)c2ccc(C(=O)Nc3nncs3)cc2)CC(C)O1 (stereo not given)	-17.9%	4.6%	-2.2	/	/	-1.2%	/	-1.4	/	/	/
Cc1ccc(-c2cc(NC(=O)CSc3n[nH]c(N)n3)n(-c3ccccc3)n2)cc1	16.1%	0.4%	-11.4	36.4%	2.9%	-2.9%	19µM*	-5.3	6.6%	0.3	7.1%
O=[N+]([O-])c1ccc(-c2nnc(CNC3CCCC3)o2)cc1	6.5%	0.2%	30.9[activator]	?	6.8%	1.3%	0.0%	-4.3	25.0%	0.0	-8.9%
CCCOc1ccccc1N/C(N)=N/c1nc(C)cc(C)n1	-3.9%	-0.8%	36.7[activator]	30.6%	-2.7%	-12.7%	0.9%	-12.9	?	3.2	-16.7%
CCN(CC)C(=O)C(C)OC(=O)COc1ccc(Cl)cc1C (stereo not given)	0.6%	0.8%	20.8	-0.1%	0.0%	1.7%	5.9%	-3.0	2.1%	2.0	0.0%

Further compounds
SMILES	uPA surface inh	Tb PFK block	Giardia killer	RORg inh	NPC1 promoter act	ELG1 genotoxic	FLuc modulator	KCNH2 3.1 block	Gal4-VP16 FLuc	FBPA coupling cs	Rab9 promoter act
O=C(CN1CCCC1)N1c2ccccc2Sc2ccc(Cl)cc21	-6.9%	-3.7%	24.3	-4.1%	0.5%	-2.7%	-0.9%	-2.2	2.7%	2.5	6.0%
CC(C)(C)c1ccc(/C=C/C(=O)O)s1	8.5%	3.1%	-14.5	15.4%	-3.7%	3.6%	?	4.4	?	8.5	7.2%
CCN1C(=O)c2cccc3c(S(=O)(=O)N(C(=O)c4cccnc4)c4ccc(OC)cc4)ccc1c23	-12.7%	-7.0%	6.4	-36.0%	-6.7%	9.0%	2.8%	0.5	?	-3.8	-2.6%
O=c1nc2s/c(=C\c3ccco3)c(=O)n2nc1Cc1ccc(F)cc1	1.6%	?	6.6	-2.0%	-0.2%	-5.1%	-0.7%	14.5	10.9%	-1.4	-0.9%
COCCCNC(=S)N/N=C/c1ccc(N(C)C)cc1	-1.9%	8.1%	10.1	2.82µM*	14.6%	13.2%	-15.3%	-5.7	7.08µM*	1.7	3.7%
Cn1c(-c2ccc(F)cc2)cnc1SCC(=O)N1CCCCC1	-5.0%	-1.5%	5.9	10µM*	0.562µM*	2.59µM*	2.69µM*	-1.8	?	0.0	0.501µM*
CC1CCCC(C)N1C(=O)Cn1cnc2cc([N+](=O)[O-])ccc2c1=O (stereo not given)	/	6.6%	10.3	-15.5%	-0.9%	-6.1%	0.9%	2.7	-0.4%	0.1	-2.0%
Cc1ccn2cc(CC(=O)O)nc2c1	0.4%	-9.6%	11.9	-11.9%	-4.2%	0.9%	3.1%	9.8	-2.4%	-3.1	3.5%
Cc1nc2ccccc2c(=O)n1Cc1ccc([N+](=O)[O-])cc1	21.6%	-5.6%	23.2	-3.4%	2.1%	0.3%	-1.3%	-1.3	-12.2%	-0.6	11.3%
CN1CCc2c(sc(NC(=O)c3ccc(S(=O)(=O)N4CCc5ccccc54)cc3)c2C(N)=O)C1	/	-15.4%	/	-33.5%	-9.0%	0.9%	-5.1%	/	?	-9.6	-11.4%
Cc1ccc(C(=O)NNC(=O)Cn2nnc3ccccc32)cc1	-0.9%	1.0%	-15.4	10.5%	-1.7%	12.0%	2.0%	5.9	-2.3%	-0.8	11.9%
O=C1CC2(CCCCC2)Oc2ccc(O)cc21	/	-1.0%	-1.5	26.7%	-4.6%	-1.2%	-3.0%	21.1	0.3%	-2.6	8.1%
COC(=O)C1C(=O)NCC1c1ccccc1 (stereo not given)	5.7%	/	16.7	-4.4%	/	/	-0.5%	-1.4	-16.0%	-2.1	/
Cc1cc(C)[n+](-c2ccc(C(C)C)cc2)c2[nH]c(=O)[nH]c(=O)c12	-2.4%	1.0%	-11.3	-4.2%	-7.7%	1.2%	2.9%	-4.4	-3.2%	-0.3	-8.3%
